# Pf Dd2 inh – blocks in vitro growth of P. falciparum Dd2 | P. falciparum Dd2 growth, SYBR Green, 72 h | Potency, µM (top dose mostly 28.9 µM), for the others: at the highest dose activity, negative = inhibition, most hits filed as inhibitors | 120,000 compounds, 4.3% hits; active = well fitted inhibition curve with a large enough effect; inconclusive = small, poorly fitted or top-dose-only effect; inactive = no such curve, though single readings can be large or run the other way;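 also: plate controls were DMSO vehicle for no effect and reference drug for full effect; nearly all actives have a fitted effect of over 65% in size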
#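 Infected erythrocytes (Dd2, 0.3% parasitemia, 2.5% hematocrit final) are added to compound in RPMI-1640/Albumax II medium, grown 72 h at 37C in low oxygen, then lysed with saponin/Triton-X containing SYBR Green and read by fluorescence.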
# * marks the source's active call; other numbers are inactive results; i = inactive; u = inconclusive; [ ] = another dose, or the depositor's remark. Potency is read from the fitted curve at half-maximal effect.
SMILES,Pf Dd2 inh
Cc1noc(C)c1[S+](=O)([O-])N1CCn2ncc(C(=O)NCc3ccc(Cl)nc3)c2C1,u
Nc1cc(N2CCC(Oc3ccc4c(c3)OCO4)(C(=O)O)CC2)ncn1,-2%
COc1ccc(/C=C/c2noc(-c3ccccc3O)n2)cc1OC,-7%
COCCN1C(=O)CO[C@H]2CN(C(=O)c3ccc(F)cc3)C[C@H]21,19%[44.1 µM]
COc1ccc(OC)c(CN2C[C@@H]3C(=O)N(CCCN4CCCC4=O)C(=O)[C@@H]3C2)c1,38%[activator]
CCCCn1c(SCC(=O)NCc2ccc(C)cc2)nc2c(sc3ccccc32)c1=O,46%[activator]
CCCN1CC2(CCN(Cc3cn[nH]c3C(=O)O)CC2)CC1C(=O)O (stereo not drawn),9%
Cn1cc(S(=O)(=O)N2CCCCC2)cc1C(=O)Nc1cccc(C#N)c1,i
O=C(NCCC1=CCCCC1)c1ccc2c(c1)ncn2-c1ccc(F)c(F)c1,19%[5.79 µM]
Cn1cc(CNS(=O)(=O)c2cccc(C(=O)NCC3CCOC3)c2)cn1 (stereo not drawn),3%
COc1ccccc1N1CCN(CC[C@@H]2CC[C@H](O)[C@@H](C(=O)NC(C)C)O2)CC1,i
O=C(Cn1cc(S(=O)(=O)N2CCN(c3ccccc3F)CC2)c2ccccc2c1=O)Nc1cccc(C(F)(F)F)c1,u
COc1ccccc1NC(=O)N1CCC(N2C(=O)C3(CCCCC3)C2c2ccncc2)CC1 (stereo not drawn),u
CC1=C[C@@H](CN(C)CCc2ccccn2)[C@H](C(C)C)C[C@H]1Cc1nnc(-c2ccccc2F)o1,u
CC(=O)N1CCN(C(=O)c2c(C)oc3c2CN(Cc2ccc(F)cc2)CC3)CC1,-1%
c1ccc2c(c1)nc1n2[C@@H](CNCc2nccs2)COC1,4%[44.1 µM]
CN(CCC(O)c1ccccc1)c1nccc(-c2cccnc2)n1 (stereo not drawn),10µM*
CNC(=O)[C@@H]1C[C@H](Oc2ccccc2)CN1C(=O)c1cc(C)n(CCCOC)c1C,u
CNC(=O)c1cc(-c2ccnc(NC(C)=O)c2)cc2c1OCCN2Cc1cccnc1,-6%[44.1 µM]
CS(=O)(=O)N[C@H]1C[C@H]2C(=O)Nc3ccc(-c4cccs4)cc3C(=O)N2C1,-4%[44.1 µM]
CCOC(=O)c1[nH]c(C)c(CCC(=O)Nc2ccc(N(CC)CC)cc2C)c1C,u
COc1ccc(C(NC(=O)c2cccc(OC(F)F)c2)C2CC(O)C2)cn1 (stereo not drawn),-24%
O=C(Nc1cccc(F)c1)N1Cc2[nH]cnc2C[C@H]1c1nc(-c2ccc3c(c2)OCO3)no1,u
Cc1ccc(NC(=O)c2cc3n(n2)CC(c2ccc4c(c2)OCO4)OC3)cc1 (stereo not drawn),i
CCOc1ccc(NC(=O)N2CCCC(Cn3c(C4CC4)nc4cccnc43)C2)cc1 (stereo not drawn),-4%
Cc1noc([C@@H]2CN(C(=O)CN3CCCCCC3)C[C@H]2CO)n1,3%
Cc1cc(C(=O)N2CCCC(Cc3noc(-c4ccccn4)n3)C2)nn1C (stereo not drawn),i
O=C1NCc2ccccc2CC12CCCN2Cc1ccc(O)cc1O (stereo not drawn),-8%
Cc1ccncc1C(=O)N1CCC(c2noc(-c3cnccn3)n2)C1 (stereo not drawn),39%[activator][5.79 µM]
CCc1ccc(C(=O)NC2CCN(c3cc(-c4ccc(OC)cc4)[nH]n3)CC2)cc1,i
O=C(Cn1nc2c(cc1=O)CCCC2)N[C@@H](Cc1ccccc1)C(=O)O,-6%
COc1ccc(NC(=O)c2ccc(CN3C(=O)NC4(CCOCC4)C3=O)cc2)c(OC)c1,i
CC(C)CNC(=O)C1COC2(CCN(C(=O)CC(C)C)CC2)N1C(=O)c1ccco1 (stereo not drawn),-11%
CC1CCN(CCCNC(=O)CN2C(=O)CSc3ccc(S(=O)(=O)N4CCCCC4)cc32)CC1,-6%
Cc1ccc(Cn2cccc(C(=O)Nc3ccc(C)c(Cl)c3)c2=O)cc1,59%[activator]
Cc1nc(-c2ccc(N(C)C)cc2)cc([C@H]2CN3CC[C@H]2C[C@@H]3CNC(=O)c2ccccc2)n1,3.2µM*
O=C(Cc1ccc(C(F)(F)F)cc1)N1CCC2OCCN(Cc3ccccc3)C(=O)C2C1 (stereo not drawn),i
Cc1ccc(-c2c(C(=O)N3CCN(c4cc(Cl)ccc4C)CC3)oc(=O)c3ccccc23)cc1,u
CCOc1ccc(C(=O)Nc2ccc3nc(SCC(=O)N4CCCC4)sc3c2)cc1,u
O=C(CCn1cnc2onc(-c3ccc(F)cc3)c2c1=O)N1CCN(c2ccccc2)CC1,83%[activator]
COc1cccc(CC(=O)N2CCN(C(=O)c3nnn4c3COC(c3ccccc3)C4)CC2)c1 (stereo not drawn),-4%
CCN1CCCC2(Cc3ccccc3CN(C(=O)CCNC(C)=O)C2)C1 (stereo not drawn),11%
Cc1cc(C)cc(C(=O)N2CCC[C@H]2c2nc(-c3ccccc3)no2)c1,7%
O=C1Nc2cnccc2C2(CCN(C(=O)OCc3ccccc3)C2)O1 (stereo not drawn),i
COc1ccc(OCC(=O)N2CCC[C@H]2c2nc(-c3ccc(OC)cc3)no2)cc1,i
COC(=O)N1CCC2(C1)N=C(c1ccncc1)C(=O)N2 (stereo not drawn),1%[44.1 µM]
O=C(c1ccc(C(F)(F)F)cc1)N1CCOC[C@H](Oc2cccnc2)C1,-18%[44.1 µM]
CCC1CN(S(=O)(=O)c2cc(-c3cc(C)no3)ccc2C)c2cc(C)ccc2O1 (stereo not drawn),u
CCc1cnc(N)nc1N(C)CCC(O)c1ccccc1 (stereo not drawn),i
COCCNC(=O)[C@@H](C)C1CC[C@@]2(C)CC[C@H](NC(=O)c3cncnc3)[C@@H](C)[C@@H]2[C@H]1O (stereo partly drawn),17%[44.1 µM]
CN(C)C(=O)c1cccnc1OC1CCNCC1,19%
COc1ccc(NC(=O)C2CCCN(C(=O)c3cnn(-c4ccc(F)cc4)c3-n3cccc3)C2)cc1 (stereo not drawn),u
CCC(=O)N1CCC2(CC1)OCC(C(=O)NCC1CCCO1)N2C(=O)c1cccc(OC)c1 (stereo not drawn),38%[activator]
CCCCOCCCNC(=O)c1c(C)noc1-c1cc(OC)cc(OC)c1,i
O=C([C@H]1C[C@H](Oc2ccccc2)CN1C(=O)c1ccccc1F)N1CCOCC1,-3%
O=C(Cc1ccc(Cl)cc1)N1CCc2c(nc3cc[nH]n3c2=O)C1,-4%
CC(C)(C)c1cc(C[C@@H]2CC[C@H](O)[C@@H](CN(CC3CC3)CC3CC3)O2)no1,4.5µM*
Cc1onc(-c2cnn(C)c2NCc2ccc(C#N)cc2)c1C(=O)Nc1ccccc1,u
Cc1ccc(-c2c(CN3CCN(c4cccc(C)c4C)CC3)csc2C)cc1,u
CCOc1ccc(CC(=O)NCCS(=O)(=O)N2CCN(c3ccc(OC)cc3)CC2)cc1,i
# Next records follow.
SMILES,Pf Dd2 inh
COc1ccc(NC(=O)Cn2c(=O)n(CCCC(=O)NCc3ccccc3OC)c(=O)c3ccccc32)cc1Cl,u
CCOc1ccccc1NC(=O)CN1C(=O)NC(c2ccccc2OCC)C2=C1COC2=O (stereo not drawn),-2%
CCCN(CC1CCOC1)S(=O)(=O)c1ccccc1 (stereo not drawn),i[5.79 µM]
COc1cccc2c1OCC(CNC(=O)CCc1cn3ccccc3n1)C2 (stereo not drawn),10%
COc1ccccc1-c1cnc2n[nH]c(-c3ccccc3C)c2n1,u
COc1cccc(-c2nnnn2[C@H]2CO[C@H]3[C@@H]2OC[C@@H]3NC(=O)c2ccc(N(C)C)cc2)c1,u
N#Cc1cccc(CN2CC[C@H](c3nc4ccccc4[nH]3)C2)c1,u
COc1cc(NC(=O)N2CCC(CN3CCCCCC3)CC2)cc(OC)c1OC,24%
Cc1nnc(-c2cc(-c3ccccc3Oc3ccccc3)ccn2)n1C,-1%[44.1 µM]
COCCCNC(=O)CC(c1cc(OC)c(OC)c(OC)c1)N1Cc2ccccc2C1=O (stereo not drawn),17%
O=C(NCc1ccccc1)c1ccc(CN2C(=O)NC3(CCS(=O)(=O)CC3)C2=O)cc1,-9%
O=C(NCc1cccc(F)c1)C1CCN(C(=O)c2sccc2-n2cccc2)CC1,-4%
Cc1ccccc1-c1nc(C(N)=O)c2c(n1)n(-c1ccc3c(c1)OCO3)c(=O)n2C,u
c1ccc(CCN2CCNc3cc(NCc4cccnc4)ncc3C2)cc1,-18%[44.1 µM]
O=C(C1CCCN(S(=O)(=O)c2cccc3nonc23)C1)N1CCN(c2cccc(Cl)c2)CC1 (stereo not drawn),u

# Not a retest: entries from further up.
SMILES,Pf Dd2 inh
O=C(NCc1cccc(F)c1)C1CCN(C(=O)c2sccc2-n2cccc2)CC1,-4%
Cc1ccccc1-c1nc(C(N)=O)c2c(n1)n(-c1ccc3c(c1)OCO3)c(=O)n2C,u
c1ccc(CCN2CCNc3cc(NCc4cccnc4)ncc3C2)cc1,-18%[44.1 µM]

# Remaining list, next part
SMILES,Pf Dd2 inh
CCCn1ncc(CNC2CC(=O)N(Cc3ccccc3C(F)(F)F)C2)c1C (stereo not drawn),u
CNC(=O)[C@@H]1CN(C(=O)C2CC=CCC2)C[C@H]1c1nc(C)no1 (stereo partly drawn),-12%
Cc1ccc(Cl)cc1N1CCN(C(=O)CCS(=O)(=O)c2ccc3c(c2)oc(=O)n3C)CC1,u
CCc1ccc(C(=O)N2CCC3(CC2)OCC(C(=O)N2CCCC2)N3C(=O)c2cccc(C)c2)cc1 (stereo not drawn),-15%
COC1CN(C2CCNCC2)C12CCOCC2 (stereo not drawn),6%
Cc1ccc(C(=O)N2CCCC3(C2)NC(=O)N(Cc2cccc(Cl)c2)C3=O)cc1F (stereo not drawn),-19%
O=C(CN1CCCc2nc(C3CC3)ncc2C1=O)NCCCN1CCCC1=O,39%
Cc1nc(N2CCC(C(=O)NCc3ccc(C(C)C)cc3)CC2)cc(C(F)(F)F)n1,-8%
COCCCNC(=O)CCN(CC(C)C)C(=O)c1cc(C)oc1C,6%
Cc1ccccc1CCNC(=O)c1ccc2c(c1)c(C)c(C)n2Cc1ccccc1,u
COc1ccc(-c2noc(C(=O)O)c2[C@@H](C)NC(=O)c2cccn2C)cc1,18%[44.1 µM]
COc1cccc(-c2nnc(SCC(=O)NC3CCCCC3)o2)c1,u
CN(CC1CCOCC1)C(=O)CC1CCCCC1,1%
O=C(c1ccncc1)N1CCC(Cc2nc(C3CCOCC3)no2)CC1,21%
Cc1cccc(CCNC(=O)CCc2c(C)nc3c4c(C)cc(C)nc4nn3c2C)c1,-11%

# In another format: results already given.
molecule	Pf Dd2 inh
CCCn1ncc(CNC2CC(=O)N(Cc3ccccc3C(F)(F)F)C2)c1C (stereo not drawn)	u
CNC(=O)[C@@H]1CN(C(=O)C2CC=CCC2)C[C@H]1c1nc(C)no1 (stereo partly drawn)	-12%
Cc1ccc(Cl)cc1N1CCN(C(=O)CCS(=O)(=O)c2ccc3c(c2)oc(=O)n3C)CC1	u
CCc1ccc(C(=O)N2CCC3(CC2)OCC(C(=O)N2CCCC2)N3C(=O)c2cccc(C)c2)cc1 (stereo not drawn)	-15%
COC1CN(C2CCNCC2)C12CCOCC2 (stereo not drawn)	6%
Cc1ccc(C(=O)N2CCCC3(C2)NC(=O)N(Cc2cccc(Cl)c2)C3=O)cc1F (stereo not drawn)	-19%

# Next records follow.
SMILES,Pf Dd2 inh
CCOCCc1nn2c(=O)cc(COC(=O)c3ccco3)nc2s1,12%
CCc1ccccc1Nc1ncnc2c1cnn2-c1ccc(C)cc1C,-19%
CC(C(=O)Nc1ccc(F)c(Cl)c1)N1Cc2ccccc2C1=O (stereo not drawn),i
CCn1c(=O)cc(SCC(=O)NCCc2ccc(Cl)cc2)c2ccccc21,i
Cc1nn(C)c(C)c1C(=O)N1CCCn2ccnc2C1c1ccccc1 (stereo not drawn),21%
COc1ccc(NC(=O)Cn2cc(S(=O)(=O)N3CCN(c4ccccc4F)CC3)c3ccccc3c2=O)cc1Cl,13µM*
CN(CCO)C[C@@H]1CN(C(=O)Cc2c(F)cccc2Cl)C[C@@H]1CO,-2%
COC(=O)[C@@H]1Cc2ncn(Cc3ccccc3)c2CN1S(=O)(=O)c1cccs1,i
Cc1ccn(CC(=O)NCc2cccnc2Oc2ccccc2)n1,-5%
CNCc1ccc(F)cc1,u
Cc1ccccc1-c1cn[nH]c1C1CCN(C(=O)CN2CCNC(=O)C2)CC1,i
Cc1cc2nc(CO[C@H]3CN(C4CCOCC4)C[C@H]3F)[nH]c2cc1C,i
Cc1ccc(C)c(CN2C(=O)c3ccccc3S(=O)c3ccc(C(=O)N4CCN(c5cccc(Cl)c5)CC4)cc32)c1 (stereo not drawn),u
O=C(NCc1cccc(F)c1)N1CCC(n2cnnc2C2CC2)C1 (stereo not drawn),10%
O=C(c1ccc2oc(-c3cccc(F)c3)nc2c1)N1CCCCC1CCO (stereo not drawn),-17%
COc1ccc(NC(=O)NCCc2c(C)nn(C)c2C)c(OC)c1,26%
CO[C@@H]1COCC[C@H]1NC(=O)COc1cccc(-n2cnnn2)c1,1%
COCCNC(=O)Cn1c(-c2cccs2)cc2cc(Cl)ccc21,u
O=C(CC1CCCCN(Cc2ccccc2)C1=O)N1CCc2ccccc2C1 (stereo not drawn),u

# Screening data deposited in PubChem BioAssay by National Center for Advancing Translational Sciences (NCATS).

# A portion of the library; count on the stated rates, not on these rows.
